# MK inhibit: S. pneumoniae MK inhibitors, primary screen, biochemical, PK/LDH-coupled NADH absorbance; mevalonate kinase [Streptococcus pneumoniae D39]; purified MK, PK/LDH-coupled NADH absorbance 340 nm; inhibition, % at 10 µM; 0.48% of 65,000 active;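 active = ranked among the strongest by inhibition in the single 10 µM screen, a fixed top-ranked set picked for dose follow-up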; also: no value below 0 was filed
# Spn DPM-DC inh: S. pneumoniae DPM-DC inhibitors, primary screen, biochemical, PK/LDH-coupled NADH fluorescence; diphosphomevalonate decarboxylase (Streptococcus pneumoniae D39); purified DPM-DC; calls only at 10 µM; 0.49% of 65,000 active;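 active = the 320 compounds with the highest percent inhibition in the single-dose primary screen, excluding strongly autofluorescent ones, cut at about 32% in these data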;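 also: kinetic rate of NADH fluorescence loss reporting ADP formed by the decarboxylase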
# Alkaline phosphatase: human TNAP enzyme inhibitors, biochemical, luminescent (AID 518). inhibition, % at 20 µM, or IC50 in µM where a hit was titrated. Alkaline phosphatase, tissue-nonspecific isozyme (Homo sapiens). purified TNAP enzyme, luminescent substrate readout; higher % means a stronger effect. 0.09% of 64,000 active; in the data active = a potency from the dose series; inactive = the rest, 99 in 100 with inhibition below about 22%;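 also: plate controls were vehicle for no effect and reference inhibitor for full effect; many of its hits are not listed in these tables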
# KRASV12 cytotoxicity: cytotoxicity in KRAS-transformed pancreatic duct cells, primary screen, cell-based, fluorescence, HTS (AID 431); HPDE-C7K KRASV12 cells, Alamar Blue viability, 48 h; higher % means a stronger effect; cytotoxicity, % at 10 µM, or EC50 in µM where a hit was titrated; 1.7% of 63,000 active;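 active = compounds whose percent cytotoxicity in the single-dose primary screen, scaled between solvent and toxic-drug controls, exceeds 50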;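 also: 0% = DMSO solvent wells and 100% = doxorubicin-treated wells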
# Spn PMK inh: S. pneumoniae PMK inhibitors, primary screen, biochemical, mevalonate pathway, pilot trial included; phosphomevalonate kinase (Streptococcus pneumoniae D39); purified PMK, PK/LDH-coupled NADH absorbance 340 nm; inhibition, % at 10 µM; 0.49% of 65,000 active; AID 539, 2006;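 active = top-ranked compounds by inhibition in the single 10 µM screen, taking a fixed number of the strongest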;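 also: 0% = full reaction with DMSO carrier and 100% = background rate without enzyme reaction; no value below 0 was filed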
# LYP phosphatase: LYP phosphatase inhibitors, primary screen, biochemical, DiFMUP fluorescence, recombinant catalytic domain, 10 µM (AID 606); Tyrosine-protein phosphatase non-receptor type 22 (Homo sapiens); recombinant LYP catalytic domain, DiFMUP fluorescence; higher % means a stronger effect; inhibition, % at 10 µM, or IC50 in µM where a hit was titrated; 52,000 tested, under 10 active;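 active = IC50 under 40 µM in the dose-response test; inactive = IC50 of 40 µM or more, or never dose-tested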
# HPDE-C7 viability: cytotoxicity in HPDE-C7 cells, cell-based, fluorescence, HTS (AID 430); HPDE-C7 pancreatic duct cells viability, fluorescence; higher % means a stronger effect; cytotoxicity, % at 10 µM; hits with a dose series show EC50 in µM; 1.8% of 63,000 active;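 also: cells exposed to compound for 48 hours before viability readout; 0% = vehicle and 100% = reference cytotoxic drug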
# HT1080 viability: cytotoxicity in HT1080 fibrosarcoma cells, cell-based, fluorescence readout (AID 620). HT1080 viability, fluorescence; higher % means a stronger effect. one-dose cytotoxicity, % at 10 µM; EC50 in µM for titrated hits. 0.42% of 87,000 active;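 also: cells exposed to compound overnight then 4 h with Alamar Blue; 0% = vehicle DMSO and 100% = killing control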
# Bfl-1 displacement: Bfl-1 inhibitors, primary screen, biochemical, fluorescence polarization, FITC-Bid, mouse (AID 432); Bcl-2-related protein A1 (Mus musculus); FITC-Bid BH3 peptide fluorescence polarization displacement; higher % means a stronger effect; displacement, % at 20 µM, or IC50 in µM where a hit was titrated; 0.02% of 64,000 active; in the data active = a potency from the dose series; inactive = the rest, 99 in 100 with displacement below about 15%; also: strong numbers were not always called active
# Spn PMK inh pilot replicates: recorded beside Spn PMK inh, whose call it bears; inhibition, %; measured here: pilot screen replicates
# MK inhibit pilot replicates: further read-out of MK inhibit, marked with its call; inhibition, %; measured here: pilot screen replicates
# Spn DPM-DC inh pilot screen %: second read-out of Spn DPM-DC inh, no call of its own (marks repeat the call); inhibition, %; measured here: pilot screen trials
# * marks the source's active call; other numbers are inactive results; i = inactive; · = not tested or not shown. Rule as the data show it, unless noted: active = cytotoxicity above about 50%; inactive = the rest.
SMILES,MK inhibit,Spn DPM-DC inh,Alkaline phosphatase,KRASV12 cytotoxicity,Spn PMK inh,LYP phosphatase,HPDE-C7 viability,HT1080 viability,Bfl-1 displacement,others
CC1CCCC(C)N1C(=O)CN1C(=O)C(C)(C)Oc2ccc(C(=O)NC3CCCC3)cc21 (stereo not given),8,i,2%,-1%,8,·,6%,14%,3%,
CN(CC(=O)NCc1ccc2c(c1)OCO2)S(=O)(=O)c1ccc(Br)s1,0,i,16%,-7%,14,·,-14%,·,-4%,
O=C(c1ccc(N2CCOCC2)nc1)N1CCCCC1,3,i,1%,1%,10,·,2%,0%,-2%,
CCOC(=O)Cn1nnnc1CN(Cc1ccccc1)Cc1cc2cc(CC)ccc2[nH]c1=O,5,i,11%,6%,7,11%,-1%,-2%,-4%,
CC(C)OCCCNC(=O)CNC(=O)c1cccs1,8,i,7%,-15%,23,-3%,-6%,2%,-16%,
COC(=O)c1ccccc1NC(=O)CNc1cc(Cl)ccc1N1CCOCC1,2,i,6%,29%,9,11%,6%,0%,-3%,
CC(=O)SCCC(=O)Nc1ccccc1,1,i,10%,-17%,7,8%,-18%,-3%,-8%,Spn PMK inh pilot replicates=3.0;MK inhibit pilot replicates=0.5;Spn DPM-DC inh pilot screen %=1.5
O=C(NCc1ccc(N2CCCC2=O)cc1)Nc1ccccc1,1,i,1%,6%,0,7%,-5%,-2%,-5%,
Cc1noc(C)c1CN1C(=O)NC2(CCc3ccccc3C2)C1=O (stereo not given),0,i,14%,-16%,0,-9%,-18%,4%,1%,
CCOC(=O)c1[nH]c(COC(=O)c2ccccc2NC(=O)c2ccco2)c(C(=O)OCC)c1C,0,i,9%,0%,0,15%,6%,·,3%,
CCCCCC(=O)Nc1ccc(N2CCN(C(=O)CCC)CC2)cc1,7,i,2%,-16%,11,5%,-18%,-6%,-3%,
O=c1oc(-c2cccnc2)nc2ccccc12,8,i,7%,4%,11,7%,3%,4%,-2%,
Cc1cc2cc(CN3C(=O)c4ccccc4C3=O)ccc2n1C,2,i,·,·,6,14%,·,-14%,·,
C=CCc1cc(OC)ccc1OCCON1C(=O)CCC1=O,9,i,5%,-6%,6,1%,-5%,10%,1%,
CCN(CCCNC(=O)C1CCN(S(=O)(=O)c2cnc[nH]2)CC1)c1cccc(C)c1,9,i,0%,-6%,23,8%,-3%,4%,2%,

# Quoted at random: three entries already listed
SMILES,MK inhibit,Spn DPM-DC inh,Alkaline phosphatase,KRASV12 cytotoxicity,Spn PMK inh,LYP phosphatase,HPDE-C7 viability,HT1080 viability,Bfl-1 displacement,others
Cc1cc2cc(CN3C(=O)c4ccccc4C3=O)ccc2n1C,2,i,·,·,6,14%,·,-14%,·,
CCOC(=O)c1[nH]c(COC(=O)c2ccccc2NC(=O)c2ccco2)c(C(=O)OCC)c1C,0,i,9%,0%,0,15%,6%,·,3%,
C=CCc1cc(OC)ccc1OCCON1C(=O)CCC1=O,9,i,5%,-6%,6,1%,-5%,10%,1%,

# Next section:
SMILES,MK inhibit,Spn DPM-DC inh,Alkaline phosphatase,KRASV12 cytotoxicity,Spn PMK inh,LYP phosphatase,HPDE-C7 viability,HT1080 viability,Bfl-1 displacement,others
Cc1ccc(OCC(=O)N2CCN(C3=NS(=O)(=O)c4ccccc43)CC2)cc1,4,i,3%,-5%,8,10%,1%,-1%,-4%,
CCN=C1SC(CC(=O)NC2CCCCC2)C(=O)N1CC (stereo not given),8,i,2%,-8%,4,5%,-10%,-3%,-1%,
CCOC(=O)c1cnc2c(Cl)cc(Cl)cc2c1NCCOCCO,5,i,1%,11%,9,10%,11%,3%,-4%,
CSc1nc(N)nc(SCC(=O)C23CC4CC(CC(C4)C2)C3)c1C#N,0,i,13%,77%*,11,1%,74%*,-4%,-5%,
COc1ccc(NC(=O)C2C3C=CC4(CN(Cc5cccnc5)C(=O)C24)O3)c(OC)c1 (stereo not given),0,i,8%,4%,15,·,3%,·,-2%,
O=S(=O)(c1ccc(Br)c2nsnc12)N1CCOCC1,13,i,5%,31%,0,·,7%,·,-8%,
CC(C)(C)OC(=O)N1CCC[C@H]1c1nnc(SCc2ccccc2Cl)o1,0,i,1%,-25%,7,11%,-20%,-10%,6%,
O=C(NCCCN1CCN(c2ccccc2F)CC1)Nc1ccc(F)cc1,19,i,-3%,-10%,0,17%,-4%,13%,-2%,
O=C(NC1CCCCC1)n1c(=O)oc2ccccc21,4,i,-1%,-36%,9,9%,-34%,22%,-1%,
Clc1ccc(C(c2nnnn2C2CCCC2)N2CCSCC2)cc1 (stereo not given),6,i,7%,-25%,3,8%,-24%,19%,-7%,
COc1cc(C2C(C(=O)Nc3ccccc3OC)=C(C)Nc3ncnn32)ccc1O (stereo not given),6,i,3%,-3%,7,-2%,0%,5%,3%,
O=C(CN1C2CCC1CC(NC(=O)C1CC1)C2)NCc1ccccc1 (stereo not given),0,i,8%,-2%,10,5%,0%,-7%,-5%,
CCOc1ccc(-n2c(SCC(=O)Nc3ccc4c(c3)OCO4)nc3c(c2=O)SCC3)cc1,7,i,10%,0%,0,·,-5%,0%,-1%,
CCn1c(CSc2nc3ccccc3n2C)nc2ccccc21,11,i,8%,4%,7,9%,-2%,28%,-1%,
Cc1cc(C)nc(-n2nc(C)c3c(=O)[nH]c(C(F)(F)F)nc32)n1,7,i,9%,-7%,2,·,-22%,1%,-8%,
CCOC(=O)C(NC(=O)N1CCCCC1)(c1ccccc1)C(F)(F)F (stereo not given),4,i,6%,4%,11,-2%,-7%,12%,-4%,
COc1ccc(F)cc1S(=O)(=O)N1CCC(C(N)=O)CC1,11,i,6%,9%,9,17%,3%,-4%,-6%,
Cc1cc(C)c(-c2cc(C(F)(F)F)no2)c(=O)[nH]1,15,·,·,·,9,9%,·,-5%,·,
CCCc1cc(C(=O)N2CCN(c3ccccc3C)CC2)cs1,7,i,3%,-15%,7,9%,-13%,-10%,-2%,
CCOC(=O)Cc1csc(SCC(=O)c2c(N)n(CC(C)C)c(=O)n(C)c2=O)n1,5,i,9%,-14%,18,·,-10%,-5%,-10%,
O=C(CSc1nnc(NC(=O)c2ccco2)s1)NC1CCCCC1,10,i,10%,-16%,8,3%,-28%,-4%,-6%,
CCOC(=O)c1[nH]c(C)c(C(=O)NCc2ccc(Cl)cc2)c1C,2,i,4%,7%,11,·,-12%,1%,-3%,
Cc1nc2ccccn2c1/C(O)=C1\C(=O)C(=O)N(CCN(C)C)C1c1cccnc1 (stereo not given),2,i,4%,3%,8,·,8%,5%,-1%,
CCN1C(=O)c2cccc3c(NC(=O)c4ccc(S(=O)(=O)N(C)C)cc4)ccc1c23,6,i,21%,0%,7,-1%,-25%,-1%,-10%,Spn PMK inh pilot replicates=0.0;MK inhibit pilot replicates=1.5;Spn DPM-DC inh pilot screen %=0.5
CCS(=O)(=O)C(=C1NCCO1)S(=O)(=O)CC,4,i,6%,-6%,0,-18%,-6%,-2%,-2%,
CC(C(=O)NC(=O)NCc1ccccc1)N1C(=O)c2ccccc2C1=O (stereo not given),·,i,0%,13%,1,3%,-3%,3%,2%,
O=C(COc1ccccc1)Nc1ccc(S(=O)(=O)N2CCOCC2)cc1,6,i,2%,2%,0,-5%,3%,8%,-2%,
O=C(Cc1ccc(F)cc1)N(c1ccccc1)C1C=CS(=O)(=O)C1 (stereo not given),8,i,12%,6%,17,1%,8%,-2%,-2%,
O=C1CC(c2ccco2)Cc2nc(N3CCN(Cc4ccc5c(c4)OCO5)CC3)ncc21 (stereo not given),6,i,10%,4%,5,-3%,5%,2%,9%,
O=C(Cn1ncc2c1-c1ccccc1OC2)Nc1ccc(S(=O)(=O)N2CCCCC2)cc1,4,i,7%,7%,5,9%,0%,4%,1%,
O=C(Cn1cnc2c(cnn2-c2ccc(F)cc2)c1=O)NCCc1ccccc1,1,i,5%,-8%,5,-6%,-4%,-2%,-3%,
CCC(C)n1c(-c2cccs2)nc2nc3ccccc3nc21 (stereo not given),2,·,13%,-5%,2,12%,-15%,-17%,-4%,
CCS(=O)(=O)c1nc2ccccc2n1CC(=O)N1CCOCC1,5,i,11%,-6%,8,-1%,-11%,0%,-12%,Spn PMK inh pilot replicates=1.5;MK inhibit pilot replicates=0.5;Spn DPM-DC inh pilot screen %=1.0
CCOc1ccc2[nH]cc(C(=O)N3CCN(CC)CC3)c(=O)c2c1,2,i,5%,13%,8,2%,-8%,2%,-2%,Spn PMK inh pilot replicates=0.0;MK inhibit pilot replicates=0.5;Spn DPM-DC inh pilot screen %=10
COc1ccccc1NC(=O)c1ccc(NS(C)(=O)=O)cc1,4,i,10%,0%,1,16%,2%,-7%,1%,
O=C(NC1(C(F)(F)F)NC(=O)N(Cc2cccnc2)C1=O)c1ccncc1 (stereo not given),6,i,8%,9%,3,3%,-9%,·,1%,
CNC(=O)Oc1ccc2c(c1)[C@]1(C)CCN(C)[C@@H]1N2C,8,i,9%,20%,9,14%,21%,41%,4%,Spn PMK inh pilot replicates=9.0;MK inhibit pilot replicates=2.0;Spn DPM-DC inh pilot screen %=4.5
O=C1c2ccccc2C(=O)N1Cc1nc2ccccc2o1,10,i,11%,-20%,12,10%,-18%,-11%,1%,
CCSc1nc(O)c(C2OC(=O)c3c2ccc(OC)c3OC)c(=O)n1-c1ccccc1 (stereo not given),4,i,9%,-23%,5,·,3%,6%,-1%,Spn PMK inh pilot replicates=0.5;MK inhibit pilot replicates=0.0;Spn DPM-DC inh pilot screen %=0.5
CCCN(CCC)Cc1c(C(=O)OCC)nnn1-c1nonc1N,0,i,8%,-2%,18,·,3%,13%,-4%,
COc1ccc2c(=O)c(N3C(=O)c4ccccc4C3=O)c(C)oc2c1,9,i,6%,4%,0,-1%,-8%,2%,-15%,
CC(CCc1ccccc1)NCc1ccncc1 (stereo not given),11,i,9%,3%,8,9%,-31%,-2%,-9%,Spn PMK inh pilot replicates=6.5;MK inhibit pilot replicates=2.5;Spn DPM-DC inh pilot screen %=2.0
COc1ccc(-c2cc(C(=O)NC(C)C)no2)cc1,11,i,8%,2%,19,·,-5%,·,-2%,
COC(=O)C(NC(=O)c1ccccc1)=C1C=C(C)OC(C)=C1,0,i,9%,-7%,29*,3%,-5%,-2%,2%,
O=C(c1ccco1)N(CCCN1CCOCC1)c1nc(-c2ccc(F)cc2)cs1,8,i,7%,18%,9,·,11%,29%,0%,
CCOC(=O)c1cc(C#N)c(NCc2ccccc2)nc1C,0,i,18%,-2%,5,5%,-3%,2%,-3%,
COc1ccc(C(=O)N2CCC(n3c(C)nc4cc(F)ccc43)CC2)cc1OC,1,i,4%,-10%,19,-2%,-8%,5%,-6%,

# Screening results as filed in PubChem BioAssay.
